Bioassay records (PubChem)
TSHR antagonist – Antagonists of the Thyroid Stimulating Hormone Receptor: HTS campaign | Thyrotropin receptor (Homo sapiens), P16473 | TSHR-expressing cells, TSH-stimulated cAMP HTRF, 2 h; hits give low values | activity change, negative = inhibition, % at 11.5 µM | 330,000 compounds, 0.2% hits | AID 504810, 2011;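 active = activity change below a set negative limit, meaning inhibition stronger than a set level, cut at about -70% in these data; inconclusive = activity change between two set negative limits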; also: % is scaled to controls: 0 for no effect and ±100 for the full control effect
Target sequence (P16473 whole entry, looked up): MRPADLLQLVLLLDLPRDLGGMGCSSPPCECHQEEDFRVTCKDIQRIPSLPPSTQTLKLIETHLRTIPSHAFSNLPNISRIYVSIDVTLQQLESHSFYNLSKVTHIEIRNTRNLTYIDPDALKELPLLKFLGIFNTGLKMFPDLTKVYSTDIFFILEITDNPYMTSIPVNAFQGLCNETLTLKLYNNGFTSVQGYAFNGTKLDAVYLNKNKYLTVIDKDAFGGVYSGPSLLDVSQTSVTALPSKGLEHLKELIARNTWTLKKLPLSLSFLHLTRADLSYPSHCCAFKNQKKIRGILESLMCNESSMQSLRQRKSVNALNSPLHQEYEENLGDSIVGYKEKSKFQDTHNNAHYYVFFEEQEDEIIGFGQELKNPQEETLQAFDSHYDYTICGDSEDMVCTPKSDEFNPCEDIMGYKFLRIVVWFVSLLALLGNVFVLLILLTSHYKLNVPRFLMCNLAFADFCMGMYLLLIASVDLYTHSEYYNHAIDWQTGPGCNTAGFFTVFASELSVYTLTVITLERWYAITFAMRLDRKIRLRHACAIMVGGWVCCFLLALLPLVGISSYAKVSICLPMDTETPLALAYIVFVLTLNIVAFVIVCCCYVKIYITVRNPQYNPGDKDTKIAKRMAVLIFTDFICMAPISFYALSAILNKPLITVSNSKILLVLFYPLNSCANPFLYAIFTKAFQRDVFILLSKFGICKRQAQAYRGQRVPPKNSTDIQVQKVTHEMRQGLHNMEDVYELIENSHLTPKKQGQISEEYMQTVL
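Cell-based HTRF cAMP assay; TSHR cells + compound, TSH EC80 (4nM final), 2 h, 37 deg C. Lysis with anti-cAMP cryptate and cAMP-d2, 30 min RT, read 665/620 nm.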
GALK inh – qHTS Assay for Inhibitors of Human Galactokinase (GALK); Potency, µM (series often up to 57.5 µM), without a hit: at the top dose activity change, negative = inhibition, hits mostly inhibitors; Purified GALK, Kinase-Glo residual ATP luminescence; AID 1868, 2009; 270,000 compounds, 0.007% hits; also: potency is read from the fitted curve at half-maximal effect; % is scaled to controls: 0 for no effect and ±100 for the full control effect
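Compounds were pin-transferred into ATP buffer (35 uM final), then GALK plus galactose (5 nM, 100 uM final) was added. After 1 h at room temperature, Kinase-Glo Plus was added and luminescence read after 10 min.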
Eya2 phos inh – qHTS Assay for Inhibitors of the Phosphatase Activity of Eya2; 330,000 compounds, 0.006% hits; AID 488837, 2010; Potency, µM (top dose mostly 76.9 µM), for inactives: top-dose activity, negative = inhibition, usual class: inhibitors; recombinant Eya2, OMFP fluorescence dephosphorylation (OMFP is methylfluorescein phosphate); also: potency is read from the fitted curve at half-maximal effect; % is scaled to controls: 0 for no effect and ±100 for the full control effect
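Eya2 (0.2 uM) preincubated 10 min at ambient with compound, then OMFP substrate added at 50 uM; 10 min reaction in 50 mM HEPES pH 7.5, 50 mM NaCl, 5 uM MgCl2, 0.05% BSA, 1 mM DTT. Fluorescence read at Ex 485/Em 525 nm.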
S-ASM inh – Inhibitors of Secretory Acid Sphingomyelinase (S-ASM): qHTS; 340,000 compounds, 0.006% hits; placental ASM, HMU-PC fluorogenic substrate, 60 min; Potency, µM (doses to about 57.5 µM), without a hit: top-dose activity change, negative = inhibition, usual class: inhibitors; Sphingomyelin phosphodiesterase (Homo sapiens), P17405; AID 504937, 2011; also: potency is read from the fitted curve at half-maximal effect
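Human placenta-derived ASM enzyme was preincubated with compound for 10 minutes at room temperature, then given fluorogenic substrate HMU-PC0 (9 uM final) for 60 minutes at 37 °C; a pH 10 stop preceded fluorescence reading at Ex 386/Em 447 nm.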
hERG WT inh – qHTS for Inhibitors of KCHN2 3.1: Wildtype qHTS | U2OS, BacMam KCNH2, thallium flux FluxOr; hits give low values | activity change, % at 1.84 µM | Voltage-gated inwardly rectifying potassium channel KCNH2 (Homo sapiens), Q12809 | AID 720551, 2013 | 340,000 compounds, 0.37% hits;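 active = maximum activity change below -70%; inconclusive = maximum activity change between -70% and -50%; inactive = maximum activity change above -50%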; also: % is scaled to controls: 0 for no effect and ±100 for the full control effect
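U2OS cells were transduced with wild-type KCNH2 virus (2.03 x 10^8 / mL) for 4 h at room temperature, then cultured overnight at 37 C. Thallium flux was read with FluxOr dye. Rate constants were normalized to DMSO controls.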
Mito fusion act – qHTS Assay for Small Molecule Inhibitors of Mitochondrial Division or Activators of Mitochondrial Fusion; S. cerevisiae fusion-defective mutant growth rescue, CellTiterGlo 48 h; Potency, µM (titrated, usually from 46.1 µM), for the others: top-dose growth rescue (activation), usual class: activators; 320,000 compounds, 0.23% hits;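 also: potency is read from the fitted curve at half-maximal effect; % of control where 0% means no effect; nearly all actives have a fitted effect of over 45% in size; temperature-sensitive fusion mutants such as fzo1-1 at 37 °C on non-fermentable ethanol glycerol medium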
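Growth-rescue viability read-out: after 48 h at the non-permissive 37C in glycerol/ethanol YPEG, yeast mitochondrial fusion mutants are measured by CellTiterGlo luminescence; compounds (23 nl pinned per well) restoring growth score as division inhibitors or fusion activators.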
MBNL1 CUG block – qHTS Assay for Inhibitors of MBNL1-poly(CUG) RNA binding; TR-FRET MBNL1-His/biotin-(CUG)12 binding, 665/545 ratio; Muscleblind-like protein 1 (Homo sapiens), Q9NR56; 280,000 compounds, 0.036% hits; Potency, µM (titrated, usually from 57.5 µM), inactives show top-dose activity change, negative = inhibition, hits mostly inhibitors; active = well fitted inhibition curve with a large enough effect in the signal ratio, with a control signal flat, not every such curve was filed as active; inconclusive = small, poorly fitted or top-dose-only effect, or effect the other way, or a change in a side signal; inactive = no such curve, though single readings can be large or run the other way; the % refers to the signal ratio; also: potency is read from the fitted curve at half-maximal effect; % is scaled to controls: 0 for no effect and ±100 for the full control effect
Target sequence (Q9NR56 whole entry, looked up): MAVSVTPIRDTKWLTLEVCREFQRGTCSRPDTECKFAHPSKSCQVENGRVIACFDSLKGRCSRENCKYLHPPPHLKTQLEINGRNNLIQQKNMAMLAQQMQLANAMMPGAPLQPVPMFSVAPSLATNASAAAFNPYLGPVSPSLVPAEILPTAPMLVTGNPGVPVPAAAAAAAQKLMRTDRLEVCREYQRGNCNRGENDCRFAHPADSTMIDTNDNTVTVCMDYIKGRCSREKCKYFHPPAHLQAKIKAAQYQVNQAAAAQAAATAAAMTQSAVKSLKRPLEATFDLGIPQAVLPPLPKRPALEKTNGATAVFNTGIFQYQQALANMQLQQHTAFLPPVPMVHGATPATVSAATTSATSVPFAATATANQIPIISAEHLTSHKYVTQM
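MBNL1-His + Biotin-(CUG)12, cpd titration 92 nM–58 uM; Tb anti-His Ab 0.055 ng/ul, SA-XL665 5 nM (final); 60 min RT; ratiometric 665/545 nm, Ex 340 nm; normalized to buffer and full-complex controls.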
Chronic BCR inh – qHTS Assay to Find Inhibitors of Chronic Active B-Cell Receptor Signaling. Potency, µM (series often up to 46.1 µM), for inactives: at the highest dose ratio change, negative = lower green/red ratio, most hits filed as inhibitors. AID 493014, 2011. ABC-DLBCL IkBa-CBG/CBR reporter, luminescence ratio, 4 h. 340,000 compounds, 0.05% hits; active = well fitted inhibition curve with a large enough effect in the signal ratio, with a control signal flat, not every such curve was filed as active; inconclusive = small, poorly fitted or top-dose-only effect, or effect the other way, or a change in a side signal; the % refers to the signal ratio;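 also: potency is read from the fitted curve at half-maximal effect; plate controls were basal doxycycline-induced cells for no effect and cells given 10 µM MG132 for full effect; MG132 reads +100%, hits lower the ratio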
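Concentration-response series (up to 46 uM) were applied to TMD8 dual-reporter cells for 4 h at 37C with doxycycline. Green/red ratio, after filter-overlap correction, defined %Activity; red signal alone was normalised to basal cells and zero luminescence.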
PKM2 activator – qHTS Assay for Activators of Human Muscle isoform 2 Pyruvate Kinase | Potency, µM (highest dose often 57.5 µM), for the others: at the highest dose activation, usual class: activators | Pyruvate kinase PKM (Homo sapiens), P14618 | purified PKM2, Kinase-Glo ATP luminescence, activation; response scale: 0% is enzyme alone, no compound | 260,000 compounds, 0.34% hits | AID 1631, 2009; also: potency is read from the fitted curve at half-maximal effect; % is scaled to controls: 0 for no effect and ±100 for the full control effect; nearly all actives have a fitted effect of over 55% in size
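Kinase-Glo luminescence reports ATP generated from ADP (0.1 mM) and PEP (0.5 mM) by purified hPK-M2 after 1 h at room temperature, pH 7.2 imidazole buffer; intermediate enzyme activity allows detecting inhibitors and activators.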
Menin-MLL TR inh – qHTS Assay for Inhibitors Targeting the Menin-MLL Interaction in MLL Related Leukemias: Competition With Texas Red Labeled MLL-derived Mutant Peptide | Menin + Texas Red MLL mutant peptide, fluorescence polarization | Potency, µM (series often up to 61.6 µM), without a hit: at the top dose FP activity change, negative = inhibition, most hits filed as inhibitors | 270,000 compounds, 0.23% hits | AID 1768, 2009; active = well fitted inhibition curve with a large enough effect in the polarisation, with a control signal flat, not every such curve was filed as active; inconclusive = small, poorly fitted or top-dose-only effect, or effect the other way, or a change in a side signal; inactive = no such curve, though single readings can be large or run the other way; the % refers to the polarisation; also: potency is read from the fitted curve at half-maximal effect; % of control where 0% means no effect; many of its hits are not listed in these tables
USP2a block – qHTS Assay for Inhibitors of Ubiquitin-specific Protease USP2a Using CHOP2 as the Reporter. USP2 core, Ub-CHOP2 coupled fluorogenic reporter, 485/531. Potency, µM (series often up to 38.3 µM), for inactives: at the highest dose activity change, negative = inhibition, usual class: inhibitors. 330,000 compounds, 0.01% hits. AID 463254, 2010;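 also: potency is read from the fitted curve at half-maximal effect; plate controls were DMSO wells for no effect and full inhibition by NEM control for full effect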
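Deubiquitinase activity read as fluorescence (485/531 nm) after Ub-CHOP2 cleavage activates the enterokinase reporter on its substrate; USP2 core 10nM, Ub-CHOP2 and substrate 25nM each, 30min compound preincubation then 60min RT; data normalized to NEM, curves fitted.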
* = called active by the depositor; i = inactive; u = inconclusive; x = not tested or not shown; [ ] = remark or other dose. Unless noted, calls follow the shape of the dose curve; as a rule, active = well fitted curve in the direction sought with a large enough effect; inconclusive = small, poorly fitted or top-dose-only effect, or another doubt; inactive = no such curve, though single readings can be large; an effect the other way counts as inactive or inconclusive.

SMILES	TSHR antagonist	GALK inh	Eya2 phos inh	S-ASM inh	hERG WT inh	Mito fusion act	MBNL1 CUG block	Chronic BCR inh	PKM2 activator	Menin-MLL TR inh	USP2a block
Cc1ccc(C)c(NC(=O)NNC(=O)c2ccc3ccccc3c2O)c1	-9	-4%	10%	156%[activator]	0	-3%	-1%	-2%	6%	u	-1%
Cc1cc(C)cc(NC(=S)N2CCN(S(=O)(=O)c3ccccc3)CC2)c1	-13	-3%	-7%	-2%	8	-5%	-8%	0%	0%	x	-3%
CC(C)CNC(=O)c1cnn2c(C(F)(F)F)cc(C(F)(F)F)nc12	11	x	-14%	1%	-9	0%	-12%	-15%	-1%	x	-2%
O=C(CO/N=C/c1ccccc1OC(F)F)NCc1cccs1	7	0%	7%	-1%	4	-1%	0%	-2%	0%	4%	4%
Cc1nn(C(=O)CNS(=O)(=O)c2ccccc2)c(C)c1Sc1ccc(Cl)cc1	-1	-3%	-2%	23%	-6	7%	x	-1%	2%	3%	-2%
CC(C)CN(C(=O)COC(=O)C1c2ccccc2Oc2ccccc21)C1CCS(=O)(=O)C1 (stereo unspecified)	16	-1%	-17%	-1%	-15	-2%	-8%	u	-5%	29%	4%
c1ccc(-c2nc(NCCCN3CCOCC3)c3ccccc3n2)cc1	-2	1%	-12%	2%	12	5%	-10%	2%	-4%	-12%	3%
CCN(CC)CCn1c2c(c(SCC(=O)Nc3cccc4ccccc34)nc1=O)CCCC2	-3	x	17%	-1%	50	-6%	x	u	x	x	3%
CCC(C)[C@H](NC(=O)[C@@H]1Cc2ccccc2CN1)C(=O)NCc1ccc(OC)cc1 (stereo partly specified)	10	x	-17%	-3%	0	-3%	1%	7%	2%	-18%	-1%
COc1ccc(N2C(=O)CC(N3CCN(S(=O)(=O)c4cc(C)ccc4C)CC3)C2=O)cc1 (stereo unspecified)	4	-2%	-9%	-3%	1	0%	0%	-1%	4%	1%	-1%
O=C(Cn1nnc(-c2ccc(NC(=O)c3ccccc3F)cc2)n1)NCc1ccc(F)cc1	2	1%	13%	0%	0	-4%	-4%	1%	1%	x	0%
O=S(=O)(Cc1ccc(Cl)cc1)c1ccccc1-c1nnc(-c2ccc(Cl)cc2)o1	13	2%	-10%	-5%	-5	-6%	4%	-13%	1%	-22%	1%
CCOc1ccc(N(Cc2cc3cc(OC)ccc3[nH]c2=O)C(=O)C2CCCO2)cc1 (stereo unspecified)	4	4%	-15%	27%	-4	-2%	-11%	1%	-1%	-9%	0%
Cc1cc(C)c(NC(=O)NC(=O)C(Cl)(Cl)Cl)c(C)c1	15	3%	10%	4%	-2	-18%	-5%	u	-14%	-2%	0%
CCCCn1c(C)cc2c(c1=O)C1O[C@](c3ccsc3)(Cc3cc(OC)c(OC)cc31)O2	x	x	0%[15.4 µM]	x	x	2%[9.22 µM]	10%[11.5 µM]	u	1%[11.5 µM]	-1%[11.7 µM]	-7%[7.66 µM]
COc1ccc(S(=O)(=O)N2CCCCC2)cc1C(C)C	-17	0%	-2%	1%	10	7%	5%	-3%	2%	-4%	4%
Clc1cc(Cl)cc(Nc2ncnc(-n3cccc3)n2)c1	3	4%	15%	0%	-12	3%	15%	u	-2%	x	1%
C(=C\c1nccc2c1[nH]c1ccccc12)/c1ccccc1	-11	1%	-9%	i	13	u	4%	u	-7%	u	-8%
CC(C)CNC(=S)N(CCO)Cc1cc2cc3c(cc2[nH]c1=O)OCO3	-11	4%	6%	12%	4	-1%	12%	-8%	1%[11.5 µM]	-1%	-1%
CC(OC(=O)c1ccncc1)C(=O)Nc1ccc([N+](=O)[O-])cc1Cl (stereo unspecified)	-7	1%	-10%	0%	1	1%	x	3%	9%	10%	8%
NC(=O)c1ccc[n+](CC(=O)c2ccc(Cl)c(Cl)c2)c1	-13	x	-4%	u	13	20%	6%	4%	x	-11%	4%
Cc1ccc2oc(/N=C(\N)NC(=O)C3CC3)nc2c1	-6	-2%	6%	-2%	2	0%	x	u	0%	x	0%
Cc1ccc(S(=O)(=O)N2CCN(C(=O)c3ccccc3OCc3c(C)noc3C)CC2)cc1C	7	x	-8%	2%	2	3%	x	u	x	x	4%
CCOc1ccc(C2/C(=C(\O)c3cccc(OC)c3)C(=O)C(=O)N2c2ccccn2)cc1OC (stereo unspecified)	-1	0%	3%	1%	0	-5%	23%	6%	1%	x	6%
CC1CC(CCC(=O)NC(=S)Nc2ccc(Cl)cn2)C(=O)O1 (stereo unspecified)	-5	4%	-8%	0%	1	-4%	-14%	u	0%	-1%	1%
COc1cc(NS(C)(=O)=O)c(OC)cc1NC(=O)c1ccccc1	-2	0%	4%	-1%	-4	0%	4%	-2%	1%	u	4%
CCCN(CCC)CCN1C(=O)C2C(C(=O)Nc3cccc(SC)c3)C3C=CC2(O3)C1C(=O)NC1CCCCC1 (stereo unspecified)	8	2%	8%	0%	18	-7%	2%	0%	-4%	-4%	9%
O=C(NCCN1CCOCC1)NC1(C(F)(F)F)Oc2ccccc2O1	12	3%	-1%	2%	2	0%	-9%	16%	-1%	2%	0%
O=S(=O)(Nc1cc(C(F)(F)F)ccc1N1CCOCC1)c1ccc2ccccc2c1	-15	1%	-8%	-20%	-2	-4%	-5%	u	-8%	18%	-6%
COc1cccc(/C=N/NC(=O)c2nnn(-c3nonc3N)c2-c2cccs2)c1	24	5%	-1%	-8%	2	-11%	u	u	0%	35%[activator]	-1%
Cc1c(Cl)cccc1NC(=O)COC(=O)CN1C(=O)NC(C)(C)C1=O	3	0%	7%	0%	-15	-4%	-6%	-4%	-3%	x	2%
COc1ccc(N(CC(=O)NCCSC(C)(C)C)S(C)(=O)=O)c(OC)c1	11	-1%	1%	0%	1	-2%	-3%	3%	0%	2%	0%
O=C(c1cccnc1)N1CCN(S(=O)(=O)c2ccc(S(=O)(=O)N3CCCC3)cc2)CC1	-4	3%	9%	2%	14	2%	-3%	-12%	1%	2%	2%
COc1ccc(Cl)cc1S(=O)(=O)N1CCN(c2ccc(F)cc2)CC1	1	0%	-13%	-2%	5	12%	-7%	0%	-9%	24%	-2%
O=C1OC(C(=O)Nc2nccs2)Cc2ccccc21 (stereo unspecified)	-2	-3%	-1%	-1%	4	-3%	0%	u	4%	0%	0%
CCN(C(=O)CSc1nc(N)cc(N)n1)C1CCS(=O)(=O)C1 (stereo unspecified)	-8	-2%	0%	3%	-8	-1%	2%	3%	-4%	x	-2%
C/C(=N\NS(=O)(=O)c1c(C)cc(C)cc1C)c1ccncc1	-9	-2%	1%	3%	-3	1%	4%	-8%	-4%	x	0%
O=C(CSc1ccccc1)N[C@@H](Cc1ccccc1)C(=O)O	5	1%	12%	0%	-11	0%	1%	u	-2%	9%	-1%
CCOC(=O)C1C(c2ccc(O)c(OC)c2)NC(=S)NC1(O)C(F)(F)F (stereo unspecified)	13	1%	13%	4%	x	-4%	7%	u	1%	-7%	-1%
CC(C)c1ccc(-c2nnn(CCC#N)n2)cc1	6	4%	-3%	0%	4	7%	10%	u	-2%	7%	6%
COc1ccc(NC(=O)CSc2nnc3ccc(-c4ccccn4)nn23)cc1	13	x	34%	x	-3	-4%	x	u	x	x	1%
O=C1CC(=O)N(Cc2ccco2)C(=O)N1	1	2%	24%	-3%	-4	-11%	u	3%	3%	3%	1%
CCN(CC)c1ccc(CNc2nc3ccccc3n2C(C)C)cc1	8	1%	-6%	5%	16	-8%	-3%	0%	5%	x	0%

A portion of the library; rates above refer to the full screens.
